GAA inh = alpha-glucosidase (human) inhibition; purified human GAA, 4-MU-alpha-glucoside fluorescence; P10253; 200,000 tested, 0.005% active; Potency, µM (highest dose often 76.9 µM), for the others: top-dose activity change, negative = inhibition, hits mostly inhibitors;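 also: plate controls were uninhibited enzyme wells for no effect and no-enzyme background for full effect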
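Enzyme (4 nM final) mixed with compound (up to 77 uM), then 4-MU-alpha-D-pyranoside (400 uM final) added; 20 min at room temperature, pH 5.0. Reaction stopped at pH 10, fluorescence read, AC50 derived by Hill fit.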
GAA glycogen = inhibitors or activators of human alpha-glucosidase glycogen cleavage. recombinant GAA, glycogen substrate, Amplex Red glucose oxidase fluorescence. Potency, µM (titrated, usually from 76.4 µM), inactives show at the top dose activity change, negative = inhibition, hits mostly inhibitors. 300,000 tested, 0.38% active;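 also: 0% = full enzyme reaction and -100% = no-enzyme basal signal; the screen sought inhibitors and activators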
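Recombinant enzyme (4 nM final) with compounds titrated up to 77 uM and bovine liver glycogen (30 ug) in citrate pH 5.0, 0.01% Tween-20, 37 C 40 min. Released glucose detected by Amplex Red/glucose oxidase (Ex 573/Em 610); AC50 from Hill fits.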
GoLoco inh red = inhibitors of human Gai1-RGS12 GoLoco interaction (red fluorophore). 230,000 tested, 0.44% active. Gai1:RGS12 GoLoco peptide FP, rhodamine, 10 min. P63096. Potency, µM (series often up to 61.6 µM), for inactives: at the top dose activity, negative = inhibition, most hits filed as inhibitors; active = well fitted inhibition curve with a large enough effect, not every such curve was filed as active; inactive = no such curve, though single readings can be large or run the other way; also: % is scaled to controls: 0 for no effect and ±100 for the full control effect; nearly all actives have a fitted effect of over 30% in size; many of its hits are not listed in these tables
Target sequence (P63096 whole entry, looked up): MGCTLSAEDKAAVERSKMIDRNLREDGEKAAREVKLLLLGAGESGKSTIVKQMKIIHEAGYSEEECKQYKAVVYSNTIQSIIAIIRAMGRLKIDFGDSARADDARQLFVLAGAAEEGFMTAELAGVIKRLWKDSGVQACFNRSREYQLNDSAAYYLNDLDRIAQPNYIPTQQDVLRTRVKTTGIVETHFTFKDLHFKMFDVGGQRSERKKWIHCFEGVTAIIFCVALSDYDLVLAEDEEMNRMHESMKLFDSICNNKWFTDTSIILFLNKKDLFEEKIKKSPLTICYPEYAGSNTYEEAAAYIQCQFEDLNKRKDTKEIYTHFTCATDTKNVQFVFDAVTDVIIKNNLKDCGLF
aGlu spleen mod = inhibits or activates alpha-glucosidase in human spleen homogenate. 240,000 tested, 0.006% active. Potency, µM (titrated, usually from 79.9 µM), for the others: at the top dose activity change, negative = inhibition, usual class: inhibitors. AID 2112. human spleen homogenate, 4-MU-alpha-glucoside fluorescence;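 also: 0% = enzyme with vehicle and -100% = no enzyme basal signal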
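AC50 values come from Hill-equation fits of concentration-response data, normalized to no-enzyme and full-activity controls. Enzyme source: 1 ug human spleen homogenate; 1 mM fluorogenic 4-MU glucoside, pH 5.0 citrate buffer, 37 C, 40 min.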
HTT ATP protect = cytoprotection in Huntington HTT-Q103 PC12 cell model; PC12 HTT-Q103 induced, cytoprotection, ATP luminescence, 40 h; Potency, µM (titrated, usually from 56.4 µM), inactives show cytoprotection (ATP increase), usual class: activators; 230,000 tested, 0.14% active; AID 1471;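 also: % of control where 0% means no effect; nearly all actives have a fitted effect of over 45% in size; toxic huntingtin expression switched on by the ecdysone agonist tebufenozide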
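PC12 cells stably carrying ecdysone-inducible Htt exon 1 (Q103)–GFP were induced with 100 nM tebufenozide (final) alongside library compounds in a dose series. Cytoprotection was scored as retained ATP by ATPlite luminescence.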
HttQ103 aggreg = reduces HttQ103-GFP aggregates in PC12 cells; PC12 HttQ103-GFP aggregates, Acumen cytometry, 40 h; Potency, µM (doses to about 46.1 µM), inactives show at the highest dose activity change, negative = inhibition, actives largely listed as inhibitors; 220,000 tested, 1.1% active; AID 1688; also: % is scaled to controls: 0 for no effect and ±100 for the full control effect; nearly all actives have a fitted effect of over 60% in size
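Aggregates are detected as GFP objects 1–25 µm with signal 6 STDEV over background in lysates of induced PC12 cells. These carry Huntingtin exon 1 with 103 glutamines fused to GFP under an ecdysone promoter; compounds titrated.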
IMPase Li cell = IMPase inhibition in cells with lithium potentiation. CHO-M1 cells, IP1 TR-FRET (IP-One), carbachol + lithium. Potency, µM (highest dose often 59.4 µM), without a hit: top-dose activity, negative = IMPase inhibition, most hits filed as inhibitors. 210,000 tested, 0.35% active. AID 1457;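 also: IP1 builds up when IMPase is blocked and the TR-FRET signal falls; plate controls were basal vehicle for no effect and high inhibitor control for full effect; nearly all actives have a fitted effect of over 50% in size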
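Readout is a homogeneous TR-FRET IP1 immunoassay (Ex 320, Em 665 and 620), where raised cytosolic IP1 lowers signal. Cells were CHO-M1 treated 30 min at 37C with test compounds plus a little lithium; AC50 values came from Hill-equation fitting.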
Starred values were filed as active, the others as inactive; ? = inconclusive; / = no result given; [ ] = dose if it differs, or a comment. Unless noted, calls follow the shape of the dose curve; as a rule, active = well fitted curve in the direction sought with a large enough effect; inconclusive = small, poorly fitted or top-dose-only effect, or another doubt; inactive = no such curve, though single readings can be large; an effect the other way counts as inactive or inconclusive. Potency is read from the fitted curve at half-maximal effect. Not all compounds are listed; the hit share may differ from the screen's.

entry	Structure	GAA glycogen	GoLoco inh red	GAA inh	IMPase Li cell	aGlu spleen mod	HttQ103 aggreg	HTT ATP protect
1	O=C1c2ccsc2SCCN1Cc1ccc(Cl)cc1Cl	-1%	-5%	-11%	17%[38.3 µM]	0%	-5%	-7%
2	CC(=O)NC(=S)Nc1ccc([N+](=O)[O-])cc1C	15%	18%	2%	-5%	-2%	?	11µM*
3	CC1=C(C(=O)Nc2ccccc2C(F)(F)F)C(c2ccc(C)s2)NC(=S)N1 (centres undefined)	-7%	13%	8%	3%	2%	2%	1%
4	CCOc1ccc2nc(Nc3nc4ccc(NC(C)=O)cc4s3)sc2c1	11%	0%	?	4%	-1%	-32%	/
5	O=C(N/N=C\c1cccc(Br)c1)c1ccccc1-n1cccc1	-2%	4%	-11%	40%[activator][38.3 µM]	-1%	-1%	10%
6	O=C1OC(OC(=O)c2cccnc2Nc2cccc(C(F)(F)F)c2)c2ccccc21 (centres undefined)	/	/	/	/	-5%	20%	-7%
7	O=C(c1ccc2c(c1)[nH]c(=S)n1c3ccccc3nc21)N1CCN(c2ncccn2)CC1	1%	9%	15%	7.1µM*	-3%	3%	20%
8	C/C(=N\OCc1cccc(C(=O)O)c1)c1ccc(Cl)cc1	-2%	20%	/	/	3%	5%[9.22 µM]	-7%[10 µM]
9	Cc1nn(-c2ccccn2)c2c1C(c1ccccc1Cl)C1=C(N2)c2ccccc2C1=O (centres undefined)	5%	17%	7%	13%	3%	5%	5%[10 µM]
10	N#C/C(=N\Nc1ccc(S(=O)(=O)N2CCOCC2)cc1)C(N)=S	?	14%	?	/	-2%	5%[9.22 µM]	5%[10 µM]
11	CCOC(=O)C(Sc1ncn[nH]1)c1ccccc1 (centres undefined)	7%	-9%	-7%	5%[38.3 µM]	1%	3%	13%
12	CCN(C(=O)c1cc2c(=O)[nH]c3ccc(C)cc3c2s1)c1ccccc1C	5%	8%	/	/	-5%	19%[9.22 µM]	-32%[10 µM]

Profiles from above:
CCN(C(=O)c1cc2c(=O)[nH]c3ccc(C)cc3c2s1)c1ccccc1C as listed: GAA glycogen: 5%; GoLoco inh red: 8%; GAA inh: /; IMPase Li cell: /; aGlu spleen mod: -5%; HttQ103 aggreg: 19%[9.22 µM]; HTT ATP protect: -32%[10 µM]
CCOC(=O)C(Sc1ncn[nH]1)c1ccccc1 (centres undefined) as listed: GAA glycogen: 7%; GoLoco inh red: -9%; GAA inh: -7%; IMPase Li cell: 5%[38.3 µM]; aGlu spleen mod: 1%; HttQ103 aggreg: 3%; HTT ATP protect: 13%

Next part
entry	Structure	GAA glycogen	GoLoco inh red	GAA inh	IMPase Li cell	aGlu spleen mod	HttQ103 aggreg	HTT ATP protect
13	CC(C)=CC(=O)OCC(=O)NC1CCCc2ccccc21 (centres undefined)	-7%	8%	4%	7%	12%	-1%	-13%
14	COc1ccc(C)cc1S(=O)(=O)N(CC(=O)NCc1ccc(Cl)cc1)Cc1ccccc1	-13%	-11%	7%	28%[38.3 µM]	8%	28µM*	-25%[10 µM]
15	CCn1c(-c2ccc(OC)c(OC)c2)n[nH]c1=S	-11%	-2%	-6%	14%[38.3 µM]	-8%	6%	-2%
16	COCCNc1nc2nonc2nc1N1CCC(N(C)C)C1 (centres undefined)	-2%	8%	6%	4%	-1%	9%[9.22 µM]	7%[10 µM]
17	COc1ncc2nc(-c3ccc(Cl)cc3)c(=O)n(C)c2n1	/	-2%	/	4%	1%	/	2%
18	CCOC(=O)N1CCN(C(=O)C2CCN(S(=O)(=O)c3ccccc3)CC2)CC1	-3%	-1%	-7%	18%[38.3 µM]	-9%	-4%	6%
19	COc1ccc(OC)c(S(=O)(=O)n2nnc3cc(Cl)ccc32)c1	13%	1%	6%	-6%[38.3 µM]	-16%	-4%	-18%
20	COc1ccc(Nc2cc(C)nc3ncnn23)c(OC)c1	15%	5%	-2%	-5%[38.3 µM]	6%	7%	-13%
21	COc1ccc(C2NCCC3(O)CCCCC23)c(OC)c1OC (centres undefined)	-4%	5%	-7%	6%[38.3 µM]	-4%	-3%	-6%[10 µM]
22	Cn1c(=O)[nH]c(=O)c2c1nc(Br)n2CCSc1nc2ccccc2o1	-3%	7%	-2%	22%[38.3 µM]	10%	-16%	-7%
23	O=C(OCc1ccccn1)c1ccc(COc2ccccc2Cl)o1	-2%	1%	-4%	-13%[38.3 µM]	-10%	0%	30%
24	CCn1cc(CN2N=C(C)CC2c2ccccc2)c(C)n1 (centres undefined)	-9%	6%	5%	-1%	-18%	8%[9.22 µM]	-39%[1.9 µM]
25	COC(=O)c1c(C)[nH]c(C(=O)/C=C/c2ccccc2F)c1C	2%	6%	/	/	-1%	14%[9.22 µM]	30%[10 µM]
26	CCOC(=O)c1nc(C)c(C(C)=O)s1	2%	4%	/	/	4%	26%[9.22 µM]	-2%[10 µM]
27	COc1cc(NC(=O)CN(C)C2CCCCC2)c(C)cc1[N+](=O)[O-]	9%	-7%	-8%	5%	-9%	-22%	12%[10 µM]
28	O=C(CCc1nnc(C2CCCCC2)o1)NCc1cccc(-n2cccn2)c1	-6%	-6%	-6%	10%	-6%	4%	-8%
29	COCCn1c(SCC(=O)Nc2cccc(OC)c2)nnc1-c1ccccc1	8%	3%	-18%	-1%	5%	1%	-8%[10 µM]
30	COc1ccc(N(CC(=O)NCc2ccco2)S(C)(=O)=O)cc1Cl	5%	-8%	5%	-9%[38.3 µM]	4%	7%	-2%
31	CCOc1cccc(C(=O)NC(=S)Nc2ccc(N3CCCC3)cc2)c1	-6%	5%	-2%	4%	-3%	15%	-7%[10 µM]
32	CCN(CC)c1ccc(NC(=O)Nc2ccc(C(C)=O)cc2)cc1	-3%	-4%	?	33%[38.3 µM]	-4%	-2%	-23%[0.074 µM]
33	COc1ccc(N2CCN(C(=O)c3cccnc3)CC2)c([N+](=O)[O-])c1	18%	20µM*	0%	10%	-2%	5%	-5%[10 µM]
34	O=C(Nc1nc2ccc([N+](=O)[O-])cc2s1)c1ccco1	4%	10%	-8%	8%	/	-14%	-68%[inhibitor]
35	Cc1ccccc1OCCCC(=O)Nc1ccc2c(c1)OCO2	-1%	-3%	1%	28%[38.3 µM]	4%	?	-5%[0.074 µM]
36	CCn1c(SCc2ccc(C(=O)Nc3nccs3)cc2)nnc1-c1ccc(NC(C)=O)cc1	-1%	2%	0%	3%[38.3 µM]	0%	29%	-25%
37	COC(=O)c1c(-c2ccccc2)c[nH]c1C	-2%	5%	/	/	-16%	22µM*	/
38	Cc1ccc(C(=O)c2sc(Nc3ccccc3)c(C#N)c2N)cc1	1%	-7%	-5%	12%	0%	1%	/
39	CCOc1ccc(C2CC(=O)NC(SC)=C2C#N)cc1 (centres undefined)	-15%	-6%	-1%	-6%[38.3 µM]	-4%	-14%	-5%
40	CC(C)(C)c1ccccc1NC(=O)c1c(O)c2cccc3c2n(c1=O)CC3	-7%	9%	2%	8%	-2%	11%[9.22 µM]	?
41	C=CCn1c(SCC(=O)N2CCCC2)nc2scc(-c3cccs3)c2c1=O	-1%	8%	-2%	2%[38.3 µM]	0%	-1%	-36%
42	Cc1ccc(S(=O)(=O)NCCSC(C)(C)C)cc1	6%	-8%	-9%	-2%[38.3 µM]	-10%	0%[9.22 µM]	-3%
43	FC(F)(F)c1cccc(NC(=S)NNC(=S)Nc2cccc(C(F)(F)F)c2)c1	8.9µM*	10%	-10%	/	2%	-5%[9.22 µM]	-2%[10 µM]
44	Oc1c(C(Nc2ccccn2)c2ccccn2)ccc2cccnc12 (centres undefined)	-7%	-4%	-12%	3%[38.3 µM]	0%	2.8µM*	2%
45	Cn1c(CCNC(=O)c2ccco2)nc2cc(NC(=O)C3CCCCC3)ccc21	1%	6%	0%	5%	2%	6%	4%[10 µM]
46	Cc1ccc(C(=O)N/C(=C/c2ccc(Cl)cc2)C(=O)Nc2cccc(C(=O)O)c2)cc1	6%	-9%	2%	3%	-1%	3%	3%[10 µM]
47	COc1cc(OC)cc(C(=O)Nc2cc(NC(=O)c3ccco3)ccc2OC)c1	8%	4%	-4%	5%[38.3 µM]	5%	6%	-28%[10 µM]
48	O=C1CC(N2CCN(c3ccccc3Cl)CC2)C(=O)N1c1ccccc1 (centres undefined)	8%	-3%	?	8%[38.3 µM]	0%	-4%	-5%[0.074 µM]
49	O=C(Nc1ccc2nc(-c3cccnc3)[nH]c2c1)c1ccco1	10%	14%	-1%	11%	-5%	24%	-17%[10 µM]
50	CCOC(=O)c1c(-c2ccccc2)oc2ccc(O)c(CN(C)C)c12	8%	-3%	-9%	-13%[38.3 µM]	0%	-30%	-18%
51	O=C(c1cccnc1)N1CCN(C(=O)c2cccs2)CC1	5%	-3%	-9%	20%[38.3 µM]	-5%	-8%	-2%
52	O=c1[nH]oc(O)c1-c1ncc(C(F)(F)F)cc1Cl	28%	1%	1%	4%	-2%	-14%[9.22 µM]	-3%[10 µM]
53	COc1c(/C=N/NC(=O)c2ccccc2O)c(CCN(C)C(C)=O)cc2c1OCO2	?	10%	8%	20%	7%	-1%	28%[10 µM]
54	O=C(NC(=S)N(Cc1ccccc1)c1ccccn1)C1CCCCC1	12%	23%	-1%	6%	-15%	8%	2%[10 µM]
55	CSCCC(NC(=O)c1ccc(Cl)cc1)C(=O)O (centres undefined)	4%	1%	2%	7%	-3%	4%	-11%
56	Oc1ccccc1/C=N/Nc1cccc2cccnc12	7.9µM*	3%	-11%	7%[38.3 µM]	-12%	-11%	-46%[inhibitor]
57	O=C(O)CCSCc1ccccc1F	-2%	9%	-2%	2%[38.3 µM]	-17%	1%	-5%
58	CCN(CC)C(=O)CSc1nc(O)c(Cc2ccccc2)c(=O)n1-c1ccccc1	5%	11%	-6%	-3%[38.3 µM]	-12%	0%	21%
59	COc1cc(N=c2oc3c(C)ncc(CO)c3cc2C(N)=O)cc(OC)c1OC	-2%	-4%	-3%	15%	1%	-2%	-43%[inhibitor]
60	Cn1cc(C(=O)NCN2CCCCC2)c2ccccc21	8%	9%	3%	0%[38.3 µM]	8%	16%	-3%
61	C=CCN1CCN(C(c2ccccc2OC)c2nnnn2C(C)(C)C)CC1 (centres undefined)	-2%	6%	1%	14%	6%	-12%[9.22 µM]	-4%[10 µM]
62	O=C1OC(Nc2nc3ccccc3s2)c2ccccc21 (centres undefined)	2%	13%	-4%	-16%[38.3 µM]	-12%	13%	-16%[10 µM]

Screens deposited in PubChem BioAssay by National Center for Advancing Translational Sciences (NCATS).
